STK33 inh: STK33 kinase inhibitors, primary screen, biochemical, luminescence, ADP-Glo, MBP substrate | inhibition, % at 12.5 µM | 27,000 compounds, 0.44% hits | AID 2322, 2010; in the data active = inhibition above about 20%; inconclusive = no clear call, values can overlap the other calls
Target sequence (Q9BYT3 whole entry, looked up): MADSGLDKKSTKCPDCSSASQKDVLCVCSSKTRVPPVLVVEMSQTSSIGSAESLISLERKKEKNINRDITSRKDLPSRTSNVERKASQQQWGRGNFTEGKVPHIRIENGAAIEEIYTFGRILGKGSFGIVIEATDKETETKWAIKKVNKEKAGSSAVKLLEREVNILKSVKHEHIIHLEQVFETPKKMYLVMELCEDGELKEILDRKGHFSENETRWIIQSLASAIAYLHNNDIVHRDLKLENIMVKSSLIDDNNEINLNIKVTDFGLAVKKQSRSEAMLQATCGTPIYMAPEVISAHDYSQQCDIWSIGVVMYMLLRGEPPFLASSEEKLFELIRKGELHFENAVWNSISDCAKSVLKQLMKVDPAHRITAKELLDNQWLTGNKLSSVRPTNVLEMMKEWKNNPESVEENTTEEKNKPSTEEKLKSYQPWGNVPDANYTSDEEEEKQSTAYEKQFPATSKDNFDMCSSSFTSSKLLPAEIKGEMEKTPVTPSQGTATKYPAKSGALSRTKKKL
p53 PUMA act: mutant p53 pathway re-activators, primary screen, cell-based, SW480, luciferase, single point, HTS | 28,000 compounds, 1.5% hits | activation, % at 9.98 µM | SW480 PUMA-promoter luciferase, p53 mutant reactivation; in the data active = activation above about 52%; inconclusive = no clear call, values can overlap the other calls
* hit, by the source's call; ? = inconclusive; . = not tested or not shown. The list is partial; rates above refer to the full screens.

SMILES	STK33 inh	p53 PUMA act
Cc1ccccc1CN(C)C[C@@H]1OCc2cnnn2CCCC(=O)N([C@@H](C)CO)C[C@@H]1C	5	.
C[C@H]1CN([C@@H](C)CO)C(=O)c2cc(NS(=O)(=O)c3ccc(Cl)cc3)ccc2O[C@H]1CN(C)Cc1ccncc1	3	.
COc1cc(O)cc(C2=C(C)CC(O)C2=O)c1 (stereo not drawn)	-1	-10
Cc1cc(OCC(=O)Nc2ccc(-c3nc4ccccc4s3)c(O)c2)ccc1Cl	1	27
CC(=O)Nc1ccc(NC(=O)CCCN2C(=O)c3ccccc3C2=O)cc1	-2	3
Cc1noc(C)c1NC(=O)Nc1ccc2c(c1)CC(=O)N([C@@H](C)CO)C[C@H](C)[C@@H](CN(C)Cc1ccc(Oc3ccccc3)cc1)O2	2	.
C=CCN1C(=O)NC(C)(C)C1=O	-1	.
COCCOC(=O)N1C(=O)[C@@]2(c3cc(C#CCC(C(=O)OC)C(=O)OC)ccc31)[C@H](C(N)=O)[C@H]1C(=O)O[C@H](c3ccccc3)[C@H](c3ccccc3)N1[C@@H]2c1ccc(OCCO)cc1	10	.
C[C@@H]1CN([C@H](C)CO)C(=O)CCCn2nncc2CO[C@@H]1CN(C)S(=O)(=O)c1cccc(C#N)c1	-5	.
CC(C)NC(=O)N(C)C[C@@H]1OCCCC[C@H](C)Oc2ccc(NC(=O)c3ccccc3)cc2C(=O)N([C@@H](C)CO)C[C@@H]1C	.	-3
N/C(CCCN1CCCCC1)=N\O	.	6
C[C@H](CO)N1C[C@H](C)[C@@H](CN(C)C(=O)C2CCOCC2)Oc2cc(C#Cc3ccncc3)ccc2S1(=O)=O	.	19
COc1ccccc1CN(C)C[C@H]1OCc2cnnn2CCCC(=O)N([C@H](C)CO)C[C@@H]1C	-2	4
C[C@@H]1CN([C@H](C)CO)C(=O)c2cc(NC(=O)Nc3ccc(F)cc3)ccc2O[C@@H](C)CCCCO[C@H]1CN(C)C(=O)c1ccccc1	.	-25
COc1ccc(S(=O)(=O)N(C)C[C@H]2Oc3ccc(NC(=O)Nc4ccc(C(F)(F)F)cc4)cc3C(=O)N([C@@H](C)CO)C[C@@H]2C)cc1	0	-7
C[C@H]1CN([C@@H](C)CO)C(=O)c2cc(NC(=O)NC3CCCCC3)ccc2O[C@@H]1CN(C)C(=O)NC1CCCCC1	-2	4
CCOC(=O)c1ccc(NC(=O)CN2C(=O)C3C4C=CC(C5CC45)C3C2=O)cc1 (stereo not drawn)	-3	7
Cc1noc(C)c1S(=O)(=O)Nc1ccc2c(c1)C(=O)N([C@@H](C)CO)C[C@@H](C)[C@H](CN(C)C(=O)c1ccncc1)OCCCC[C@H](C)O2	.	-2
Cc1nc2sccn2c(=O)c1CCN1CCC(=C(c2ccc(F)cc2)c2ccc(F)cc2)CC1	4	.
COc1ccc(NC(=O)Nc2ccc3c(c2)CC(=O)N([C@@H](C)CO)C[C@H](C)[C@@H](CN(C)Cc2ccccc2)O3)cc1	-4	.
C[C@@H]1CN([C@@H](C)CO)C(=O)c2cc(NC(=O)C3CCCCC3)ccc2O[C@@H]1CN(C)S(=O)(=O)c1ccc(Cl)cc1	1	.
O=C(Cn1cnc([N+](=O)[O-])n1)Nc1c(Cl)cccc1Cl	1	-7
C[C@@H]1CN([C@H](C)CO)S(=O)(=O)c2ccc(/C=C/c3ccccc3)cc2O[C@@H]1CN(C)C(=O)CN1CCOCC1	.	-10
C[C@@H]1CCCCO[C@@H](CN(C)Cc2ccccc2)[C@H](C)CN([C@H](C)CO)C(=O)c2cc(NC(=O)CCCN(C)C)ccc2O1	.	-4
Cc1ccc(S(=O)(=O)N(C)CC(=O)Nc2cccc(Cl)c2)cc1	6	6
C[C@H]1CN([C@@H](C)CO)C(=O)Cc2cc(NS(=O)(=O)c3cccs3)ccc2O[C@@H]1CN(C)S(=O)(=O)c1ccc(F)cc1	2	.
Cc1cccc(NC(=O)CCCC(=O)O)c1	-3	-4
C[C@@H]1CN([C@@H](C)CO)C(=O)c2cc(NS(=O)(=O)c3ccc(F)cc3)ccc2O[C@@H]1CN(C)S(=O)(=O)c1ccccc1	2	0
CCn1c(SCC(=O)N2CCN(c3ccccc3)CC2)nnc1-c1ccccc1O	0	-9
Oc1c(C(Nc2ccccn2)c2c(F)cccc2Cl)cc(Cl)c2cccnc12 (stereo not drawn)	0	-63
C[C@@H]1CN([C@H](C)CO)C(=O)c2cc(C#Cc3cccc(F)c3)cnc2O[C@H]1CN(C)CC1CCOCC1	.	-9
C=CCn1c(=O)[nH]c2nc3cc(N=CN(C)C)c(C)cc3nc2c1=O	.	-11
C[C@H]1CN([C@@H](C)CO)C(=O)c2cc(NS(=O)(=O)c3cccs3)ccc2O[C@@H]1CN(C)S(C)(=O)=O	0	.
Cc1cccc(NC(c2ccccc2[N+](=O)[O-])c2ccc3ccc(C)nc3c2O)n1 (stereo not drawn)	-1	-45
C[C@H]1CN([C@@H](C)CO)C(=O)Cc2cc(NC(=O)NC3CCCCC3)ccc2O[C@H]1CN(C)Cc1ccccc1	0	14
C[C@@H]1CCCCO[C@@H](CN(C)C(=O)Nc2ccc(F)cc2)[C@H](C)CN([C@H](C)CO)C(=O)c2cc(NC(=O)NC3CCCCC3)ccc2O1	.	10
Cn1c(SCC(=O)Nc2ccc(C(=O)O)cc2)nnc1-c1ccncc1	-2	10
COc1ccc(S(=O)(=O)N(C)C[C@H]2Oc3c(NS(=O)(=O)c4ccccc4)cccc3C(=O)N([C@H](C)CO)C[C@H]2C)cc1	.	2
c1csc(-c2nn3c(C4COc5ccccc5O4)nnc3s2)c1 (stereo not drawn)	0	68*
Cc1cc(OCC(=O)Nc2ccccc2C(=O)Nc2ccccc2)ccc1Cl	6	3
COc1cccc(-n2nnnc2SCC(=O)Nc2ccccc2OC)c1	-6	5
COc1ccccc1CNCc1cccc(OC)c1OC	-1	9
C[C@@H]1CN([C@@H](C)CO)C(=O)c2cccc(NC(=O)Nc3ccc(C(F)(F)F)cc3)c2O[C@H]1CN(C)S(=O)(=O)c1ccccc1	.	-11
Nc1cccc(S(=O)(=O)NCc2ccco2)c1	3	4
Cc1noc(C)c1NC(=O)N(C)C[C@H]1Oc2ccc(NC(=O)NC3CCCCC3)cc2C(=O)N([C@H](C)CO)C[C@H]1C	.	1
Cc1noc(C)c1S(=O)(=O)Nc1ccc2c(c1)C(=O)N([C@@H](C)CO)C[C@H](C)[C@@H](CN(C)C(=O)Nc1ccccc1)OCCCC[C@@H](C)O2	.	-13
COc1ccc(S(=O)(=O)N(C)CC(N)=O)cc1	1	-9
O=C(OCC1OC(Oc2ccc(O)cc2COC(=O)C2(O)C(O)CCC2(O)C(=O)O)C(O)C(O)C1O)c1ccccc1 (stereo not drawn)	0	-8
Cc1ccc(N(C(C)C(=O)Nc2ccc(C(F)(F)F)cc2)S(C)(=O)=O)cc1 (stereo not drawn)	-3	5
Cc1noc(C)c1S(=O)(=O)N(C)C[C@@H]1OCCCC[C@@H](C)Oc2ccc(NC(=O)Nc3ccccc3)cc2C(=O)N([C@@H](C)CO)C[C@@H]1C	.	6
C[C@@H]1CN([C@@H](C)CO)C(=O)c2cc(NC(=O)Nc3ccccc3)ccc2O[C@@H](C)CCCCO[C@@H]1CN(C)Cc1ccncc1	.	6
C[C@H](CO)N1C[C@H](C)[C@@H](CN(C)CC2CC2)Oc2ccc(NC(=O)Nc3cccc4ccccc34)cc2CC1=O	.	3
C[C@@H]1CN([C@H](C)CO)C(=O)Cc2cc(NS(=O)(=O)c3ccc(Cl)cc3)ccc2O[C@@H]1CN(C)Cc1ccc(Cl)c(Cl)c1	2	.
Cc1ccc(S(=O)(=O)Nc2ccc3c(c2)CC(=O)N([C@@H](C)CO)C[C@@H](C)[C@@H](CN(C)C(=O)Nc2ccc4c(c2)OCO4)O3)cc1	0	.
C[C@@H]1CN([C@H](C)CO)C(=O)c2cc(NC(=O)CCC(F)(F)F)ccc2O[C@H]1CN(C)C	.	9
Cc1cc(=O)[nH]c(SCCCOc2ccc(C(C)C)c(C)c2)n1	-1	-1
COc1ccc(CN(C)C[C@H]2Oc3c(NC(=O)Nc4ccc(F)cc4)cccc3C(=O)N([C@H](C)CO)C[C@@H]2C)cc1	.	1
COC(=O)C(C)N(C(=O)c1ccccc1[N+](=O)[O-])c1c(C)cccc1C (stereo not drawn)	-2	-26
C[C@@H]1CN([C@H](C)CO)S(=O)(=O)c2ccc(C#CC3CCCC3)cc2O[C@@H]1CN(C)C(=O)Cc1ccccc1	.	0
Cc1noc(C)c1S(=O)(=O)Nc1ccc2c(c1)C(=O)N([C@@H](C)CO)C[C@H](C)[C@H](CN(C)S(=O)(=O)c1ccc(F)cc1)O2	0	-7

Full records as entered above. Values in the order: STK33 inh | p53 PUMA act
Cc1noc(C)c1S(=O)(=O)Nc1ccc2c(c1)C(=O)N([C@@H](C)CO)C[C@H](C)[C@H](CN(C)S(=O)(=O)c1ccc(F)cc1)O2 as listed: 0 | -7
Cc1cc(=O)[nH]c(SCCCOc2ccc(C(C)C)c(C)c2)n1 as listed: -1 | -1
C[C@@H]1CN([C@H](C)CO)S(=O)(=O)c2ccc(C#CC3CCCC3)cc2O[C@@H]1CN(C)C(=O)Cc1ccccc1 as listed: . | 0
C[C@H](CO)N1C[C@H](C)[C@@H](CN(C)CC2CC2)Oc2ccc(NC(=O)Nc3cccc4ccccc34)cc2CC1=O as listed: . | 3
COC(=O)C(C)N(C(=O)c1ccccc1[N+](=O)[O-])c1c(C)cccc1C (stereo not drawn) as listed: -2 | -26

Carrying on:
SMILES	STK33 inh	p53 PUMA act
CC(C)NC(=O)N(C)C[C@@H]1Oc2ncc(C#CCC3CCCC3)cc2C(=O)N([C@@H](C)CO)C[C@H]1C	.	7
C[C@@H]1CN([C@H](C)CO)C(=O)c2cc(NC(=O)Nc3ccccc3)ccc2O[C@H]1CN(C)Cc1ccc(C(F)(F)F)cc1	3	.
C[C@H](CO)N1C[C@H](C)[C@@H](CN(C)Cc2ccc(-c3ccccc3)cc2)Oc2ccc(NC(=O)Cc3ccccc3)cc2C1=O	3	2
O=C(Nc1ccccc1)C(O)C(O)C(=O)Nc1ccccc1 (stereo not drawn)	.	0
C[C@@H]1CCCCO[C@H](CN(C)C(=O)CCCN(C)C)[C@@H](C)CN([C@@H](C)CO)C(=O)c2cc(NC(=O)c3ccncc3)ccc2O1	.	0
C[C@H](CO)N1C[C@H](C)[C@H](CN(C)C(=O)Nc2ccc(F)cc2)Oc2c(NC(=O)NC3CCCCC3)cccc2C1=O	.	-7
O=C(COc1cc(Cl)c(Cl)cc1Cl)Nc1ncn[nH]1	5	44
C[C@@H]1CN([C@H](C)CO)C(=O)Cc2cc(NS(=O)(=O)c3ccc(F)cc3)ccc2O[C@H]1CN(C)C(=O)Nc1ccc(C(F)(F)F)cc1	2	.
O=S(=O)(/N=C(\Oc1ccccc1)c1ccccc1)c1ccc(Br)cc1	-3	.
Cc1ccc(NC(=O)CSc2nc3ccccc3c(=O)n2-c2cccc(C(F)(F)F)c2)c(C)c1	-6	-2
CC(=O)NC(Cc1c[nH]c2ccccc12)C(=O)OCc1cc(C(F)(F)F)cc(C(F)(F)F)c1 (stereo not drawn)	.	2
OCCCc1n[nH]c(=S)n1-c1ccccc1	-2	-9

4 entries from above, with bars between the fields:
structure | STK33 inh | p53 PUMA act
C[C@@H]1CN([C@H](C)CO)C(=O)Cc2cc(NS(=O)(=O)c3ccc(F)cc3)ccc2O[C@H]1CN(C)C(=O)Nc1ccc(C(F)(F)F)cc1 | 2 | .
O=S(=O)(/N=C(\Oc1ccccc1)c1ccccc1)c1ccc(Br)cc1 | -3 | .
Cc1ccc(NC(=O)CSc2nc3ccccc3c(=O)n2-c2cccc(C(F)(F)F)c2)c(C)c1 | -6 | -2
CC(=O)NC(Cc1c[nH]c2ccccc12)C(=O)OCc1cc(C(F)(F)F)cc(C(F)(F)F)c1 (stereo not drawn) | . | 2

Additional entries:
SMILES	STK33 inh	p53 PUMA act
C[C@@H]1CCCCO[C@@H](CN(C)S(=O)(=O)c2ccccc2)[C@@H](C)CN([C@H](C)CO)C(=O)c2cc(NC(=O)C3CCCCC3)ccc2O1	1	.
CC(C)c1ccccc1NC(=O)CCCN1C(=O)c2ccccc2C1=O	-1	19
COc1ccc(NC(=O)N(C)C[C@H]2OCCCC[C@@H](C)Oc3ccc(NC(=O)Nc4ccccc4)cc3C(=O)N([C@H](C)CO)C[C@@H]2C)cc1	1	.
CCCCCCCCCCCCC/C=C/C(O)C(CO)NC(C)=O (stereo not drawn)	.	-2
O=S(=O)(c1ccc(F)cc1)c1nc(-c2ccc(F)cc2)oc1NCCN1CCOCC1	0	2
Cc1cc(OCC(=O)Nc2cccc(-c3nnc(-c4ccccc4)o3)c2)cc(C)c1Cl	-2	?
Cc1ccc(OCC(=O)N(c2ccccn2)C2CCCCC2)c(C)c1	1	22
CC(=O)c1c(C)cc(C)c(CSc2nnc(-c3ccco3)o2)c1C	0	3
O=C(CSc1nnc(-c2ccc(Br)cc2)o1)Nc1cc(C(F)(F)F)ccc1Cl	-3	0
COc1cc2ncnc(Nc3ccc(Oc4ccccc4)cc3)c2cc1OC	-1	.
CCn1c(SCC(=O)N2c3ccccc3Sc3ccccc32)nnc1-c1ccncc1	5	-1

Compound activity: PubChem, Broad Institute
